NSD2 inh = blocks human histone methyltransferase NSD2; O96028; NSD2 peptide methylation, AlphaScreen, 120 min; inhibition, % at 12.5 µM; 310,000 compounds, 0.54% hits; AID 743445; in the data active = inhibition above about 50%
CAL PDZ FP-1 = CAL PDZ (human) peptide binding inhibition. AID 602252. Q9HD26. purified CAL PDZ, TMR-peptide fluorescence polarization, 1 h. 300,000 compounds, 0.92% hits. inhibition, % at 24.9 µM;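 active = mean inhibition of at least 30% with at least half of replicates also reaching 30%; inconclusive = no clear call, values can overlap the other calls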;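 also: 0% = DMSO neutral control and 100% = excess unlabeled competitor peptide PRC23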
SR-BI uptake up = activators of SR-BI mediated HDL lipid uptake | 320,000 compounds, 0.096% hits | CHO ldlA[mSR-BI] cells, DiI-HDL uptake fluorescence, 3 h; 100 = double the neutral-control signal | AID 504775 | activation, % at 12.5 µM;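 active = mean replicate activation of at least 60% and every replicate at or above 60%; inconclusive = mean or all-replicate condition met, but not both; inactive = mean below 60% and not all replicates reaching 60%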;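 also: 0% = median plate neutral-control signal and 100% = twice that signal; values of inactives mirror those of a sister screen read the other way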
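System: LDL receptor-deficient CHO ldlA cells overexpressing murine SR-BI | Timing: 3 h uptake period with compound, 37 °C | Medium: HEPES-buffered (25 mM, pH 7.4) F12 plus 0.5% BSA | Dosing: Single-point compound dose | Signal: Bottom-read fluorescence, 550/595 nm | Read-out: Retained DiI signal reflecting DiI-HDL uptake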
CAL PDZ FP-2 = blocks peptide binding to human CAL PDZ domain | purified CAL PDZ, TMR-peptide fluorescence polarization, 1 h | inhibition, % at 20 µM | 330,000 compounds, 0.02% hits | AID 504414;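 active = highest replicate inhibition of at least 40%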;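 also: plate controls were DMSO neutral control wells for no effect and unlabeled competitor peptide control wells for full effect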
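Test system: purified CerCALP PDZ construct; Compound dosing: one concentration, 20 µM compound; Also added: TMR-labelled reporter peptide T*-PRC34 bound in PDZ groove; Read-out: inhibition from polarization loss; Controls: unlabelled peptide and DMSO controls; Signal: FP readout, S and P plane fluorescence; Incubation: 1 h at RT.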
PvdQ acylase = P. aeruginosa PvdQ acylase inhibition; purified PvdQ acylase, fluorescence plate reader; inhibition, % at 10 µM; 340,000 compounds, 0.063% hits; in the data active = inhibition above about 30%, passing the limit was not always enough; inconclusive = no clear call, values can overlap the other calls;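 also: 0% = vehicle neutral wells and 100% = reference inhibitor wells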
MITF TRPM1 HTS = MITF TRPM1 promoter activation in melanoma cells. SK-MEL-5 TRPM1-promoter luciferase, 24 h; % of positive control, neutral wells = 0. activation, % at 12.5 µM. 300,000 compounds, 0.75% hits;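 active = mean activation of at least 80% with every replicate also reaching 80%; inconclusive = mean reaches 80% but some replicate falls short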;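 also: 0% = neutral control wells and 100% = parthenolide positive control wells; values of inactives mirror those of a sister screen read the other way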
SR-BI DiI inh = blocks mouse SR-BI lipid uptake from DiI-HDL; Q61009; ldlA[mSR-BI] CHO cells, DiI-HDL uptake fluorescence, 3 h; inhibition, % at 12.5 µM; 320,000 compounds, 0.96% hits; AID 488896;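 active = mean replicate inhibition of at least 70% and a set share of replicates each scoring 70 or more; inconclusive = meets just one of the two criteria; inactive = fails both criteria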;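 also: 0% = median of neutral control wells and 100% = median of positive control wells; values of inactives mirror those of a sister screen read the other way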
Target sequence (Q61009 whole entry, looked up): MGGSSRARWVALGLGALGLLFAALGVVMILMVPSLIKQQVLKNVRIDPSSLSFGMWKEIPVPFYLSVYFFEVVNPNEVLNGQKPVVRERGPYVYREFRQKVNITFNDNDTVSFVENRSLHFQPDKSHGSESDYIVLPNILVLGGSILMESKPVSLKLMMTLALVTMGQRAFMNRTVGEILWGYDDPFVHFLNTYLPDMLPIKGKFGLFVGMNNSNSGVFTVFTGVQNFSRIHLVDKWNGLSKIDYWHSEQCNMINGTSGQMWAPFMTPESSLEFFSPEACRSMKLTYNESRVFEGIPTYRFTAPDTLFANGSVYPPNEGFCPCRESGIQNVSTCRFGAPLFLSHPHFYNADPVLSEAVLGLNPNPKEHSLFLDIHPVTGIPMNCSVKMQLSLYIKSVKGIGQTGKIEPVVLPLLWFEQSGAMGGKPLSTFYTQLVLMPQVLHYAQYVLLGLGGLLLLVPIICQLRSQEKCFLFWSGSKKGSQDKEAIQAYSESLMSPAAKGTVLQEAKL
PfHsp90 yeast 2 = reduces growth (ATP signal) of yeast expressing P. falciparum Hsp90; inhibition, % at 9.4 µM; S. cerevisiae expressing PfHsp90, BacTiter-Glo ATP, 48 h; yeast lacking PDR1 and PDR3 efflux regulators; 310,000 compounds, 0.32% hits;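 active = every replicate shows inhibition above about 80%, whatever the replicate mean, limit read from the data; inconclusive = mean inhibition reaches the set limit but some replicate falls short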;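 also: 0% = DMSO neutral controls and 100% = 20 µM radicicol positive controls; yeast relying on Plasmodium falciparum Hsp90 in place of its own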
dFosB act = enhances mouse delta FosB homodimer DNA binding; 340,000 compounds, 0.99% hits; AID 493131; activation, % at 25 µM; P13346; purified delta FosB, TAMRA-CDK5 oligo fluorescence polarization; percent of positive-control signal above neutral wells;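 active = mean activation above about 17%, with every replicate also reaching it, limit read from the data, passing the limit was not always enough; inconclusive = only one of the two conditions met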;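 also: fluorescence polarization rise as delta FosB binds a TAMRA Cdk5 AP-1 oligo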
Target sequence (P13346 whole entry, looked up): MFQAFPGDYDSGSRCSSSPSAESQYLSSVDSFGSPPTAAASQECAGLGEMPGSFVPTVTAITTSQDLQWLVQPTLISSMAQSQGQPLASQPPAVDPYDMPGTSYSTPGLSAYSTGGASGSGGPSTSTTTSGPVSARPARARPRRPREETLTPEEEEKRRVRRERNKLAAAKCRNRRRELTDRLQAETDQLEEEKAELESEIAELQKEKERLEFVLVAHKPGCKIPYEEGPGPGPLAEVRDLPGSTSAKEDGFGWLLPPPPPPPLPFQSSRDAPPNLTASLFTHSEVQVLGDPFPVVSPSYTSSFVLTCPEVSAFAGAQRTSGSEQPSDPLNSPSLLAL
Rtt109 HAT inh = blocks Candida albicans Rtt109/Vps75 acetyltransferase activity. inhibition, % at 34.9 µM. purified Rtt109/Vps75, ThioGlo CoA-SH fluorescence, 4 h. 330,000 compounds, 0.16% hits;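 active = inhibition of at least 50% in every replicate; inconclusive = best replicate reaches 50% inhibition but some replicates fall short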
* = called active by the depositor; ? = inconclusive; . = no result given.

SMILES	NSD2 inh	CAL PDZ FP-1	SR-BI uptake up	CAL PDZ FP-2	PvdQ acylase	MITF TRPM1 HTS	SR-BI DiI inh	PfHsp90 yeast 2	dFosB act	Rtt109 HAT inh
Clc1cccc(-c2nc(-c3ccc(-c4nn[nH]n4)cc3)no2)c1	.	-3.3	-0.2	-0.7	-7.2	43.1	0.2	-34.3	-18.3	16.5
CCOC(=O)c1cnc2c(C)c(Cl)ccc2c1NCCCN1CCOCC1	-2.9	-1.2	-23.9	-0.4	-3.0	.	23.9	-12.9	2.5	5.9
O=C(COc1ccccc1)Nc1nc2c(s1)CCCC2	2.8	-2.7	.	0.3	-12.7	113.9*	.	20.7	1.0	1.9
COc1ccc2c(c1)[N+](C)(C)C(C)(C)C=C2C	4.8	-3.7	1.5	-1.4	-14.3	-13.6	4.7	16.2	-1.2	-1.6
CCCCN(C)Cc1c(O)ccc2c(=O)c(-c3ccccc3OC)coc12	.	0.6	-2.8	-0.2	-12.2	.	2.8	-4.8	-0.4	1.0
CC1CC(C)CN(C(=O)Nc2ccc(Br)cc2)C1 (configuration not stated)	1.6	-2.7	-1.6	-2.1	-9.6	12.3	1.6	20.6	-5.9	-0.9
COc1ccc(N2CCN(c3ncnc4c3nnn4Cc3ccccc3Cl)CC2)cc1	-3.5	1.1	8.4	-0.1	6.5	-6.9	-8.4	-15.3	6.9	4.5
C[C@@H](CN1CCC[C@H]1CN1C(N)=NC[C@@H]1Cc1ccccc1)N1C[C@@H](Cc2ccccc2)N(CCc2ccc(Cl)c(Cl)c2)C1=N	.	-0.8	34.9	10.7	-24.2	3.9	-34.9	-3.2	5.7	59.2*
Cc1onc(-c2ccccc2)c1CNC(=O)Nc1ccc(C(F)(F)F)cc1	-3.3	.	-3.7	-1.3	-3.6	.	3.7	9.0	-2.3	0.3
CC(=O)N1c2ccc(S(=O)(=O)N3CCCC3)cc2CC1C(=O)NCc1ccc(OC(C)C)cc1 (configuration not stated)	.	0.8	-24.1	-1.0	-15.8	12.6	24.1	-4.7	-13.2	-2.4
O=C(Cc1cc(=O)[nH]c(=O)[nH]1)N1CCN(C(=O)c2ccco2)CC1	.	.	8.4	-0.1	-15.4	-5.5	-8.4	1.1	1.4	8.2
COc1ccccc1NC(=O)c1ccc(-n2cncn2)nc1	0.2	-2.6	3.4	2.5	-14.2	-0.9	-3.4	-13.8	4.4	-1.6
Clc1ccc2scc(CN3CCCC3)c2c1	7.3	-0.9	18.6	0.0	81.3*	.	-18.6	-13.8	-5.2	4.0
CC1(C)CC(CCC(=O)Nc2ccccc2Cl)C(=O)O1 (configuration not stated)	-0.9	.	-5.6	-3.1	-10.9	0.3	5.6	.	2.6	-18.6
Cc1noc(/C=C/N(C)C)c1S(=O)(=O)N1CCCC(C(=O)Nc2ccc3c(c2)OCO3)C1 (configuration not stated)	.	.	-15.5	-0.8	-7.9	.	15.5	0.2	-8.4	-0.8
Cc1ccc(CNC(=O)CCCc2nc3ccccc3s2)cc1	-2.1	-5.3	5.1	0.3	-6.0	2.8	-5.1	27.4	3.6	9.8
O=C1CCN(Cc2ccc(Br)cc2)CCN1[C@H](CO)c1ccccc1	.	-2.5	6.2	-0.9	-12.8	6.6	-6.2	-10.8	-0.5	12.2
Cn1c(=O)c2c(ncn2CC(=O)N2CCN(c3ccc(F)cc3)CC2)n(C)c1=O	3.1	-3.3	-1.6	-3.7	-12.5	3.8	1.6	-4.8	7.5	-5.0
O=C(O)CSc1c(O)c2ccccc2[nH]c1=O	-2.4	1.7	33.5	-1.0	-4.5	-7.5	-33.5	-4.8	-4.4	-5.7
CCc1ccc(NC(=O)c2cccc(C(=O)Nc3ccc(CC)cc3)n2)cc1	.	0.0	-44.6	-3.8	13.9	8.8	44.6	-4.4	-10.2	-5.6
CSc1nnc(N(CCC#N)CCC#N)s1	-0.4	-4.8	8.0	.	-3.5	-6.4	-8.0	26.8	-3.5	-5.0
COc1ccc(-c2[nH]n(-c3ccc([N+](=O)[O-])cc3)c(=O)c2C=NCc2ccccc2)cc1	.	8.0	-87.4	0.5	-11.3	-7.8	87.4*	-13.2	-1.2	-0.9
CCOC(=O)c1c(NC(=O)COC(=O)c2cc(OC)c(OC)cc2[N+](=O)[O-])sc(C)c1CC	-5.8	-2.8	-25.3	-0.2	-0.3	4.3	25.3	-8.6	-3.1	6.3
Cn1c(SCC(=O)c2ccccc2)nnc1-c1cnccn1	.	-3.7	25.1	-2.1	-7.6	46.5	-25.1	2.3	-4.5	23.3
CC1CCc2sc(NC(=S)NC(=O)c3ccccc3)c(C#N)c2C1 (configuration not stated)	5.3	0.6	-26.9	-1.7	-6.6	52.3	26.9	-12.4	-9.7	-5.5
COc1cc(C(=O)OC2CCCCC2=O)cc(OC)c1C (configuration not stated)	15.5	-2.0	-18.4	-2.4	-5.2	.	18.4	.	-5.1	.
COc1ccccc1NS(=O)(=O)c1ccc2nc(CCl)[nH]c2c1	-0.1	-3.3	2.2	-2.2	-21.0	-8.3	-2.2	3.4	-7.1	-7.5
Cc1ccc(CNC(=O)C2CCC(=O)N(CCc3ccccc3)C2)s1 (configuration not stated)	-9.0	-0.6	-4.1	-2.2	2.3	-6.9	4.1	10.7	3.7	1.1
Cc1cc(Cl)ccc1OCC(=O)Nc1nc(-c2cccnc2)cs1	-0.7	-2.9	.	-2.7	-4.5	-3.3	.	-34.5	4.6	1.3
COC(=O)c1ccccc1NC(=O)C1CCCN(S(=O)(=O)c2ccccc2)C1 (configuration not stated)	-1.5	-1.6	-1.7	-2.1	0.9	-7.7	1.7	-1.4	-12.9	2.4
CCC(=O)NC(Nc1cc(C)ccn1)(C(F)(F)F)C(F)(F)F	-2.1	-1.8	9.2	-0.5	17.6	-4.9	-9.2	0.4	-2.5	-1.3
CC(=O)Nc1cccc(NC(=O)CSc2nc(=O)n(Cc3ccncc3)c3c2CCC3)c1	4.6	0.8	18.1	-0.9	-18.2	4.9	-18.1	-8.3	-8.6	0.5
CN(C)S(=O)(=O)c1cccc(NC(=O)COC(=O)c2cn(-c3ccccc3)nc2-c2ccccc2)c1	24.6	-0.3	-34.8	-1.5	-16.0	7.3	34.8	-28.2	-3.4	4.8
COc1ccc(NC(=O)CNc2ccc(C#N)cc2)cc1	-0.9	.	-5.2	0.0	6.8	11.1	5.2	-9.5	5.7	16.8
COc1ccc(NC(=O)CN(c2ccc(C(C)C)cc2)S(=O)(=O)c2c(C)noc2C)cc1OC	.	-3.3	11.3	-1.1	7.6	-5.1	-11.3	6.2	-2.2	3.9
CC(C)NC(=O)NC(=O)COC(=O)c1ccc([N+](=O)[O-])cc1Cl	-0.4	.	11.4	-0.4	-9.3	.	-11.4	-1.4	-3.8	-3.9
Cn1ncnc1SCc1cn2cccnc2n1	-1.5	1.3	10.9	-0.6	-28.2	0.9	-10.9	29.8	-2.4	-6.9
C[C@H](CO)N1C[C@H](C)[C@@H](CN(C)C(=O)Nc2ccccc2)Oc2c(NC(=O)C3CCCCC3)cccc2C1=O	.	2.4	-20.2	-0.1	-13.0	-11.7	20.2	10.4	4.2	-0.1
CCOC(=O)C1=C(C)N(c2ccc(C)c(C)c2)C(=O)/C1=C\c1ccco1	2.1	-1.5	-38.1	-1.3	-11.1	7.4	38.1	-15.7	-5.0	-4.2
COc1ccc2c(c1)c(C(=O)O)c(C)n2-c1ccc(Cl)cc1	-0.8	-2.1	26.6	-0.9	-11.1	5.2	-26.6	-2.4	7.4	1.5
COCCNC(=O)c1sc2nc(-c3ccccc3)cn2c1C	-0.7	2.8	-11.2	-2.3	-12.7	.	11.2	22.8	-7.4	-10.8
c1ccc(-c2n[nH]c(-c3ccccn3)n2)cc1	-0.1	.	31.3	-0.5	3.0	60.9	-31.3	1.2	-5.4	-3.8
COCCN(CC(=O)NCC1CCCO1)C(=O)CCC(=O)Nc1cc(C)ccn1 (configuration not stated)	-3.8	0.4	41.1	-0.7	-0.2	4.9	-41.1	6.7	0.3	-3.8
COc1ccc(-n2c(C)nc(=O)c(-c3ccccc3)c2C)cc1	0.5	3.9	12.6	-0.2	-6.9	.	-12.6	12.0	-3.6	5.7
COc1ccc(CCN(C)C(=S)Nc2ccc(SC(F)F)cc2)cc1OC	25.7	.	.	-1.5	-9.9	1.2	.	-13.2	-11.8	-2.6
COC(=O)CSCc1nc2ccccc2[nH]c1=O	.	-2.7	13.9	-1.4	9.5	.	-13.9	-3.2	-14.6	-3.8
CC(=O)N1CCN(c2ccccc2NC(=O)Cc2ccc(Cl)cc2)CC1	7.0	-0.2	-3.2	-0.4	-13.4	-0.8	3.2	-11.1	-13.4	-0.5
N#CC1=C(N)S[C@H](C(=O)C23CC4CC(CC(C4)C2)C3)[C@H]1c1ccncc1	.	-1.8	-1.9	-0.7	1.7	.	1.9	-15.2	-7.0	-3.3
COc1cc(OC)cc(C(=O)N2CCN(C(=O)Cc3ccccc3)CC2)c1	0.1	0.3	10.3	1.4	-4.4	-3.5	-10.3	.	-2.1	-3.7
Cc1cccc(NC(=S)N/N=C(\c2ccccc2)C(C)C)c1	-2.4	-5.2	-6.3	.	7.7	10.6	6.3	-9.0	1.4	0.5
COc1ccc(Nc2nnc(SCC(=O)/C=C3/N(C)c4ccccc4C3(C)C)s2)cc1	-0.8	2.7	-9.8	0.3	-3.2	-9.2	9.8	10.3	42.8*	3.6
CCOc1ccc(OCc2ccc(C(=O)NN=Cc3ccc[nH]3)cc2)cc1	0.2	3.4	-70.0	1.0	0.1	.	?	-13.3	-10.7	14.4
O=C(O)CCc1nnc(SCC(=O)Nc2ccc(Br)cc2)[nH]c1=O	3.1	3.4	41.5	-0.9	-11.5	-2.3	-41.5	4.5	5.9	-5.9
O=C(NCCc1ccc(F)cc1)N1CCOCC1	-4.0	-2.2	12.1	-0.4	-12.4	.	-12.0	.	-2.5	-6.9
COc1cccc2cc(-c3nc(-c4cccs4)cs3)c(=O)oc12	.	19.2	-65.2	-0.5	-6.6	85.2*	65.2	-8.2	-0.8	-2.6
Cc1cc(C)nc(SCC(=O)c2cc3ccccc3oc2=O)n1	-3.8	-0.7	12.3	-1.3	-14.3	1.8	-12.3	1.3	-10.8	-5.7
